Arr AP2 block: human beta-arrestin and AP2 interaction inhibition; FITC-arrestin peptide / GST-AP2 beads, flow cytometry; AP2 beta2 appendage carries R879A mutation; 340,000 tested, 0.31% active; AID 504490; inhibition, % at 10 µM;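 active = inhibition above a set limit, near 3 SD of compounds lacking own fluorescence, cut at about 54% in these data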;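 note: plate controls were DMSO wells for no effect and 5 µM unlabelled arrestin peptide for full effect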
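Test system: GST-tagged AP2 beta2-adaptin appendage (R879A) on 4 µm glutathione beads; also added: fluorescein-tagged arrestin peptide at 50 nM final; timing: 12 min plus 1 h, RT; signal: flow cytometry, FL1 (488/535 nm); read-out: percent drop in bead-associated FITC signal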
OPRM1-OPRD1 ag: OPRM1-OPRD1 heterodimerization agonism; P35372+P41143; cells, luminescence; activation, % at 9.3 µM; 340,000 tested, 0.3% active; in the data active = activation above about 18%;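 note: 0% = vehicle-treated cells and 100% = reference agonist; values of inactives mirror those of a sister screen read the other way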
Target sequence (P35372 whole entry, looked up): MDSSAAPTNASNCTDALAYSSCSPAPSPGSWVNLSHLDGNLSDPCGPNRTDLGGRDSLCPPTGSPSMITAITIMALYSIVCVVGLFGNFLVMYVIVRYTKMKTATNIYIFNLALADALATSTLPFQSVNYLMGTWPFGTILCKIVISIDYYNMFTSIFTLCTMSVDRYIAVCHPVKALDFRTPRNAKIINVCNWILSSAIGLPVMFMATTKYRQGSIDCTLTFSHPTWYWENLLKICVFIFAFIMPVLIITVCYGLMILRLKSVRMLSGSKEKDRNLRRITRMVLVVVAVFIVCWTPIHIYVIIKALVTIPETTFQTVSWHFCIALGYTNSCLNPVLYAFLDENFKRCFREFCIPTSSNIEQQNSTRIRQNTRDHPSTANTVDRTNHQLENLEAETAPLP
Target sequence (P41143 whole entry, looked up): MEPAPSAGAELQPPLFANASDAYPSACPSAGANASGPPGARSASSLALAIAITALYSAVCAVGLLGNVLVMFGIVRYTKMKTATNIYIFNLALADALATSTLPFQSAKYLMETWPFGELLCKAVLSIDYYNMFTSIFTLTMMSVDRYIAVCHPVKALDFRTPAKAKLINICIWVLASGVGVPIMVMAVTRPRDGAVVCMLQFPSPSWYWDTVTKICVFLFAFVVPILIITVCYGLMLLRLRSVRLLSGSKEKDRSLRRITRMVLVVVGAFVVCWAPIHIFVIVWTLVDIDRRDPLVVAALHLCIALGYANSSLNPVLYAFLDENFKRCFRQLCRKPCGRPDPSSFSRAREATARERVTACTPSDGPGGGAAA
AddAB inh: less growth of phage-infected E. coli with AddAB; E. coli expressing H. pylori AddAB, absorbance growth; 330,000 tested, 0.29% active; inhibition, % at 11.9 µM; in the data active = inhibition above about 12%;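 note: 0% = vehicle wells of infected cells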
PfHsp90 yeast 2: inhibits growth of yeast expressing Plasmodium falciparum Hsp90. S. cerevisiae expressing PfHsp90, BacTiter-Glo ATP, 48 h; yeast lacking PDR1 and PDR3 efflux regulators. inhibition, % at 9.4 µM. 310,000 tested, 0.32% active. AID 504621;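 active = every replicate shows inhibition above about 80%, whatever the replicate mean, limit read from the data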;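 note: 0% = DMSO neutral controls and 100% = 20 µM radicicol positive controls; yeast relying on Plasmodium falciparum Hsp90 in place of its own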
Ecoli viability: counter-screen for AddAB inhibitors: E. coli growth inhibition; E. coli V3065 growth, OD600 absorbance, 18 h; inhibition, % at 11.9 µM; 330,000 tested, 0.27% active; AID 449728;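 active = inhibition above the campaign's mean inhibition across all tested compounds plus 3 SD, cut at about 9.9% in these data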;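 note: uninfected addAB+ strain grown without phage in ampicillin broth; 0% = DMSO wells and 100% = ciprofloxacin 0.95 µg/ml wells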
Tat transport: blocks Tat-dependent protein export in E. coli; inhibition, % at 10 µM; E. coli MC4100 TorA-mCherry Tat export, fluorescence; AID 488895; 340,000 tested, 0.036% active;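 active = mean replicate inhibition at least 50% and at least half of replicates individually reaching 50%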;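 note: exported cargo escapes ClpAP degradation while cytoplasmic cargo is degraded and loses fluorescence; 0% = median of neutral control wells and 100% = median of NaSCN control wells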
phage Ecoli inh: E. coli growth loss with phage present | inhibition, % at 11.9 µM | growth absorbance | 360,000 tested, 0.26% active; in the data active = inhibition above about 11%
OPRM1-OPRD1 inv: inverse agonist of human OPRM1-OPRD1 heterodimerization; P35372+P41143; cell-based MOR-DOR heterodimer luminescence, inverse agonism; inhibition, % at 9.3 µM; 340,000 tested, 0.21% active; in the data active = inhibition above about 22%, passing the limit was not always enough;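 note: 0% = cells with DMSO and 100% = wells without cells with DMSO; values of inactives mirror those of a sister screen read the other way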
PKA-R1A activ: activators of PKA-R1A complex; P00514+P68181; activation, % at 11.4 µM; 340,000 tested, 0.083% active; PKA-R1A dissociation, Cy5-IP20 fluorescence polarization; scaled: DMSO 0%, 113 µM cGMP 100%;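 active = percent activation above the mean of all tested compounds plus 3 SD, cut at about 19% in these data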;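 note: higher means more PKAc released from R1A so a rise in polarization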
DSG3 Ab inh: inhibitors of pemphigus antibody binding to human desmoglein-3. binding (percent of control), % at 10 µM. AID 588358. 310,000 tested, 0.48% active. DSG3-coupled beads, scFv-anti-DSG3-GFP binding, flow cytometry; stronger effect = lower value. P32926;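 active = binding more than 3 SD below its plate's average and above zero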;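 note: hits lower antibody fragment binding to DSG3; some compounds called inactive have numbers as strong as hits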
Mot1-301 SUMO: inhibitors of SUMOylation pathway: yeast Mot1-301 growth rescue. 320,000 tested, 1% active. S. cerevisiae Mot1-301 growth rescue, ATP luminescence, 38.5C; percent above DMSO median, 100 means doubled. AID 2716. growth rescue, % at 18.8 µM;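 active = every valid replicate shows activation above 250% relative to neutral control wells; inactive = the rest, any valid replicate at or below 250%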;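 note: OY570 slx delta 5 strain wells were the positive control but not used for scaling; some compounds called inactive have numbers as strong as hits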
* marks the source's active call; other numbers are inactive results; . = not tested or not shown.

Values in the order: Arr AP2 block	OPRM1-OPRD1 ag	AddAB inh	PfHsp90 yeast 2	Ecoli viability	Tat transport	phage Ecoli inh	OPRM1-OPRD1 inv	PKA-R1A activ	DSG3 Ab inh	Mot1-301 SUMO
- CCOC(=O)c1c(/N=C/N(C)C)sc(C(=O)OC)c1C
    1	-1.6	3.7	12	-3.3	-3	2.0	9	-1	102	41
- CC(=O)Nc1ccc(S(=O)(=O)N2CCC(NC(=O)C(Cc3ccc(C)cc3)NC(C)=O)CC2)cc1 (stereo unspecified)
    -5	-1.2	.	-1	.	-12	0.0	6	2	101	.
- CC1CN(C(NC(=O)c2ccccc2)C(Cl)(Cl)Cl)CC(C)O1 (stereo unspecified)
    28	1.1	.	13	.	10	2.0	-6	-8	90	.
- COc1ccccc1N1CC(C(=O)NC2CCCCCC2)CC1=O (stereo unspecified)
    0	-1.9	0.6	.	-2.3	-7	-1.0	10	-1	90	-16
- CN(Cc1ccc(Cl)cc1)C(=O)COC(=O)c1ccc(-c2ccc(O)cc2)cc1
    23	0.3	-1.4	-17	-1.9	-7	-0.1	-1	-14	.	14
- COCc1cc(=O)n2[nH]c(SC)nc2n1
    -8	-3.2	3.1	.	3.0	-2	1.3	16	4	.	-5
- CC(=O)c1ccc(NC(=O)COC(=O)c2ccccc2Nc2ccccc2)cc1
    3	2.2	0.3	2	0.5	0	-0.5	-10	-6	99	10
- O=C(O)C1CC1(c1ccccc1)c1ccccc1 (stereo unspecified)
    3	-2.8	3.5	-29	1.9	-9	2.5	14	4	123	-23
- O=C(NCc1cccc2ccsc12)c1cccs1
    5	1.0	1.6	-10	3.2	-9	3.7	-6	-4	106	22
- CNC(=O)C(=O)NCC1OCCN1S(=O)(=O)c1ccc2c(c1)OCCO2 (stereo unspecified)
    -3	-1.1	-3.2	7	2.0	-4	2.9	5	-4	102	-22
- CC(NC(=O)C(=O)NCCN1CCN(C(=O)c2ccccc2Br)CC1)c1ccccc1 (stereo unspecified)
    -2	-1.4	0.2	21	-5.2	-4	2.6	9	-6	.	48
- O=c1c2cnn(-c3ccccc3)c2ncn1Cc1cccc(Cl)c1
    -3	5.2	0.6	-4	-0.7	11	1.1	-27	6	76	4
- C/C=C/C(=O)N1CC2(CC(c3cccc(NC(=O)CC(c4ccccc4)c4ccccc4)c3)=NO2)C[C@H]1C(N)=O (stereo partly specified)
    -6	-1.6	3.6	-1	-2.2	9	2.5	9	-15	99	-3
- CCC1=C(OC(=O)N(CC)CC)N2C(=O)OC(=NCCOC)[C@]2(Cc2ccccc2)[C@H]2C1=CC[C@H]1C(=O)NC(=O)[C@H]12
    -4	-0.6	5.0	.	-1.5	2	-0.5	3	-1	100	-11
- CCc1ccc(-c2cc(C(F)(F)F)n3nc(C(=O)Nc4c(C)nn(Cc5ccccc5C)c4C)cc3n2)s1
    6	-1.4	2.5	.	-1.6	17	.	7	-13	105	14
- Cc1cc(C)nc(SCc2ccc(C(=O)N/N=C/c3ccccn3)cc2)n1
    6	-2.9	-2.4	.	-2.3	4	-3.8	14	5	114	-11
- COc1ccccc1NS(=O)(=O)c1ccc(NC(=O)Cc2cccs2)cc1
    30	1.2	-0.7	1	-1.0	-12	3.3	-6	0	97	-18
- O=C(NCCNc1ccc([N+](=O)[O-])cc1)c1ccc(Cl)cc1
    5	-3.2	3.6	-19	1.9	-3	7.0	17	-2	100	.
- CC1(C)CN(O)CCN1O
    9	-1.4	0.0	3	3.5	15	3.9	7	-4	103	84
- CCCC(=O)NC(=S)Nc1ccccc1C(=O)OC
    21	-2.6	1.1	15	1.2	-3	1.8	11	-6	99	-2
- S=C(NCc1ccccc1)NCc1ccccc1Cl
    -7	-1.5	.	4	.	-7	1.2	8	2	95	18
- CC(C)(CO)CNC(=O)CCc1nnc(-c2ccc(-c3ccccc3)cc2)o1
    -2	-1.1	4.7	3	-0.9	1	0.4	5	2	97	-12
- S=C(Nc1ccccn1)NC1CCCCC1
    -37	.	3.3	-27	0.0	-3	2.7	.	.	98	11
- O=C(CSc1nnc(CNC(=O)c2c(F)cccc2F)o1)NCC1CCCO1 (stereo unspecified)
    6	0.8	1.0	21	0.6	-1	0.8	-6	-3	94	5
- CC(CCN1CCOCC1)c1ccccc1 (stereo unspecified)
    6	-2.1	.	-23	.	-11	0.1	10	4	106	-2
- Cc1nc2ccc(S(=O)(=O)NC(C(=O)N3CCCCCC3)C(C)C)cc2s1 (stereo unspecified)
    7	-0.2	2.3	-2	1.5	-6	2.0	1	2	110	-14
- O=C(Nc1nccs1)c1ccc(NC(=O)C2CC=CCC2C(=O)O)cc1 (stereo unspecified)
    -1	-2.1	2.8	5	-0.2	-8	1.5	11	-6	106	-6
- C=C(C)CSc1nncn1/N=C/c1ccc(OC)cc1
    7	0.4	2.7	14	0.8	-9	1.1	-2	0	103	3
- C[C@H](CO)N1C[C@H](C)[C@@H](CN(C)S(=O)(=O)c2ccccc2)Oc2ccc(NS(=O)(=O)c3ccccc3)cc2C1=O
    0	-2.5	0.5	9	-2.9	-3	2.0	11	-9	91	.
- Cc1cc(C)nc(SCC(=O)Nc2ccc(N3CCOCC3)cc2)n1
    -8	0.6	4.8	10	0.8	-2	2.7	-3	-11	104	-2
- CS/C(=C\[N+](=O)[O-])Nc1ccccc1
    15	1.1	3.6	-26	0.3	-2	2.1	-7	2	96	3
- CCCC(=O)NCCc1nc2ccccc2n1C
    -3	-3.0	-0.7	-22	0.2	-5	1.3	18	-4	.	-14
- CC(=O)c1ccc(NC(=O)c2cc(C)nc3ccccc23)cc1
    1	-1.6	-1.2	-21	-1.7	-11	1.0	8	-3	118	-2
- COc1ccccc1-c1nnc(SCC(=O)NC2CCCCC2)n1C
    19	0.3	2.7	-18	1.3	-3	-1.1	-2	-9	.	98
- CCCn1c(/C=C/c2ccco2)nc2ccccc21
    8	0.3	0.7	-7	0.8	-4	1.1	-2	0	108	11
- COc1cc2ncnc(NCc3ccc(C)cc3)c2cc1OC
    -9	1.2	2.2	13	3.1	2	0.9	-5	-2	100	-19
- Cc1ccc(S(=O)(=O)N2[C@@H](c3ccccc3)C(C(=O)O)=CC[C@H]2c2cccs2)cc1
    -3	-1.3	0.5	-2	0.4	0	3.7	7	-8	110	-9
- C#CCOCCOCCOCCNc1nc(N2CCN(C(=O)[C@H](Cc3ccc(O)cc3)n3cc([C@@H](N)C(C)CC)nn3)CC2)nc(N2CCN(C(=O)[C@H](CCCCN)n3cc([C@@H](N)CO)nn3)CC2)n1 (stereo partly specified)
    8	-1.1	0.1	20	-4.6	15	.	6	-10	117	19
- COc1cccc(NC(=O)c2ccc(S(=O)(=O)N(C)C)cc2)c1
    -3	-1.3	5.2	-14	-0.4	4	5.0	7	5	97	14
- Cc1ccc(C(C(=O)NC2CCCCC2)N(C(=O)c2csnn2)C2CC2)cc1 (stereo unspecified)
    -6	-1.9	1.1	-5	-0.3	4	-0.2	14	4	89	8
- COc1ccc(C)cc1NC(=O)C(NC(=O)c1cc(OC)c(OC)c(OC)c1)C(C)C (stereo unspecified)
    -30	-2.1	2.9	-6	-1.0	0	0.9	10	-1	79	-7
- CCOC(=O)c1ccc(NC(=O)CC2C(=O)N(c3cccc(OC)c3)C(=O)N2CCOC)cc1 (stereo unspecified)
    -4	-0.7	3.0	-16	-0.7	-2	1.4	4	9	100	-6
- Cn1c2ccc(F)cc2c2ncn(CC3CCCO3)c(=O)c21 (stereo unspecified)
    9	-3.1	2.9	-29	2.4	1	-1.5	16	0	.	-4
- O=C(NCCCN1CCOCC1)c1ccc(N2CCOCC2)c([N+](=O)[O-])c1
    -9	-2.7	2.4	-9	1.4	-1	2.5	14	1	99	-6
- CCOC(=O)C(Cc1c[nH]c2cc([N+](=O)[O-])ccc12)(NC(C)=O)C(=O)OCC
    -1	-1.4	.	-4	.	-9	2.2	7	-5	113	.
- Cc1nnsc1C(=O)Nc1cccc(Cl)c1C
    -10	-1.7	0.1	16	-2.5	-5	-1.3	9	-2	85	4
- CC(=O)c1c(C)[nH]c(C(=O)NC(C)c2ccccc2)c1C (stereo unspecified)
    -12	1.1	1.2	-5	-0.4	-12	4.1	-6	-3	100	.
- COC(=O)c1ccc(COC(=O)CNC(=O)c2ccc(OC)cc2)cc1
    4	-0.2	-1.3	-7	-0.1	-9	6.6	1	0	.	6
- CN(C(=O)c1ccc(NC(=O)Cc2ccc(NC(=O)C3CCN(C(=O)C4CCC4)CC3)cc2)cc1)C1CC1
    3	-0.8	1.3	12	-1.6	5	1.4	5	-4	100	-13
- Cc1cc(C)c(S(=O)(=O)NC(CC(=O)O)c2cccc([N+](=O)[O-])c2)c(C)c1 (stereo unspecified)
    20	-2.8	1.6	-1	0.1	2	5.2	15	-9	103	-17
- Cc1noc(C)c1COc1ccccc1C(=O)NNC(=O)C(C)Oc1ccccc1F (stereo unspecified)
    11	-2.8	-1.9	.	-1.0	-5	1.9	14	6	98	7
- Cc1nnc(CN(C)C(=O)c2cc(COc3ccc(C)c(C)c3)on2)o1
    5	-1.5	-1.5	20	-1.4	-2	1.4	8	-1	.	11
- CC(O)(C#CCN1CCCCCC1)c1ccccc1 (stereo unspecified)
    -3	.	-1.3	-9	-0.3	-3	4.0	.	.	98	9
- CCOC(=O)c1ccccc1NC(=O)N1CCn2c(C)ccc2C1CC (stereo unspecified)
    31	-0.4	1.2	-19	-2.0	-1	-1.3	2	0	119	11
- CCN1CCN(C(=O)C2COc3ccccc3O2)CC1 (stereo unspecified)
    1	-0.4	5.0	-36	-0.6	6	-0.5	2	1	100	1
- Fc1ccc(CNc2ccc(CNc3ncn[nH]3)cc2)cc1
    -3	1.0	.	.	.	-8	3.1	-5	-10	98	.
- Cn1ccs/c1=N\C(=O)Nc1cccc(C(F)(F)F)c1
    -2	-0.4	-3.0	7	-2.5	11	2.3	2	11	102	-6
- COc1ccccc1NC(=O)C(C)OC(=O)CCCc1c[nH]c2ccccc12 (stereo unspecified)
    -4	0.8	0.2	14	1.3	2	2.6	-4	2	100	9
- O=C(NC(Cc1ccccc1)C(=O)O)/C(=C\c1ccc(Cl)cc1)NC(=O)c1ccccc1 (stereo unspecified)
    13	-3.1	0.9	25	-2.2	5	3.2	18	-12	99	-8
